Compound activity from PubChem.
CHRM4 antagonist = CHRM4 antagonism in calcium assay | 360,000 tested, 0.73% active | inhibition, % at 3 µM | CHO-hM4 cells, ACh EC80, Fluo-8 calcium fluorescence;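 active means inhibition above its plate's cutoff, the mean inhibition of sample wells plus 3 SD, cut at about 27% in these data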;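 further: 0% = acetylcholine EC80 with DMSO and 100% = DMSO without agonist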
CHRM5 agonist = CHRM5 agonism in calcium assay | P08912 | CHO-K1 hM5 cells, Fluo-8 calcium fluorescence; 0% DMSO wells, 100% maximal acetylcholine response | activation, % at 3 µM | 360,000 tested, 0.19% active | AID 624037;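 active means activation above the run's mean over test compounds plus 3 SD, cut at about 23% in these data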;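 further: signal is peak over basal fluorescence ratio across the kinetic read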
CHRM1 PAM = potentiates human M1 receptor response to acetylcholine; P11229; CHO-K1 hM1, Fluo-8 calcium fluorescence, ACh EC20; 0% = ACh EC20, 100% = maximal ACh; activation, % at 3 µM; 360,000 tested, 0.088% active; AID 588819; in the data active means activation above about 19%, passing the limit was not always enough
Target sequence (P11229 whole entry, looked up): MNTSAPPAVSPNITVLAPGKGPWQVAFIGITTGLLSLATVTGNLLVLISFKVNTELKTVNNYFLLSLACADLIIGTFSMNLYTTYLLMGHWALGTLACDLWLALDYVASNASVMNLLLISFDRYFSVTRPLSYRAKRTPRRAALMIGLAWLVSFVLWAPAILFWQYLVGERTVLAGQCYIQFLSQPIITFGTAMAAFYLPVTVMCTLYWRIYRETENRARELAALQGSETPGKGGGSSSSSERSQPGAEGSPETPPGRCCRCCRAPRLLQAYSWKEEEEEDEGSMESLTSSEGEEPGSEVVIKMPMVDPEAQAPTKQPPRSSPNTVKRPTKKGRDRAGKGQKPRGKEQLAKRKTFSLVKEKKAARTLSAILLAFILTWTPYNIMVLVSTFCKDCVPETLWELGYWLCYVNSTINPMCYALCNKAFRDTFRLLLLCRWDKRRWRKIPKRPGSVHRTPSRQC
CHRM1 antagonist = antagonists of human M1 muscarinic receptor. P11229. CHO-K1 hM1, Fluo-8 calcium fluorescence, ACh EC80 antagonist. inhibition, % at 3 µM. 360,000 tested, 1.3% active. AID 588852;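 active means percent inhibition above its own plate's cutoff, namely the mean of that plate's compound wells plus 3 SD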;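 further: peak over basal fluorescence ratio during 140 s after agonist addition; 0% = ACh EC80 plus DMSO and 100% = DMSO alone without agonist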
M4 ag = CHRM4 agonism in calcium assay; activation, % at 3 µM; 360,000 tested, 0.14% active; CHO-K1 hM4/Gqi5, Fluo-8 calcium fluorescence; vehicle 0%, full acetylcholine response 100%; AID 624127; P08173;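 active means activation above the run mean over all test wells plus 3 SD, cut at about 32% in these data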;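 further: peak over basal fluorescence ratio per well then scaled between controls; 0% = DMSO wells and 100% = acetylcholine at EC100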
M1 ag = activates human CHRM1 receptor; CHO-K1 hM1, Fluo-8 calcium fluorescence, agonist mode; 0% DMSO, 100% acetylcholine EC100; activation, % at 3 µM; 360,000 tested, 0.33% active;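 active means activation above the run's mean compound activation plus 3 SD, cut at about 16% in these data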;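 further: peak over basal fluorescence ratio within a 140 s kinetic read after compound addition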
TAAR1 agonist = human TAAR1 agonism | Q96RJ0 | CHO RD-HGA16 TAAR1, Fluo-8 calcium fluorescence; vehicle wells 0%, saturating PEA agonist 100% | activation, % at 3 µM | 360,000 tested, 0.99% active | AID 624467;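 active means activation above the mean activation of all test compounds in the run plus 3 SD, cut at about 38% in these data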
Target sequence (Q96RJ0 whole entry, looked up): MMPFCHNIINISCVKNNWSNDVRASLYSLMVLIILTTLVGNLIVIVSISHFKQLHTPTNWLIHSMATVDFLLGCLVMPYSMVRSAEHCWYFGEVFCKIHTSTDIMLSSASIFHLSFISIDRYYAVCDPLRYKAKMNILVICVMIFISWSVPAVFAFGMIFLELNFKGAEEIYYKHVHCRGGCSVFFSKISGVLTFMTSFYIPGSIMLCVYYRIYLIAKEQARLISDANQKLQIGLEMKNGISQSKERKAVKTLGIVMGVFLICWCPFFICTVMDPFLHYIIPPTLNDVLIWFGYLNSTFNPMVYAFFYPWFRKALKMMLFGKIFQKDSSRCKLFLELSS
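System: CHO-derived RD-HGA16 cells with stable Gα16 and human TAAR1. Times: 17-24 h plating, Fluo-8 75 min 37 °C, 30 min RT. Measured by: calcium-sensitive Fluo-8 signal, excitation 470-495, emission 515-575 nm. Read-out basis: % activation relative to PEA EC100 response. Control set: DMSO and PEA EC100. Repeats: no replicates (n 1).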
M5 PAM = CHRM5 positive allosteric modulation | 360,000 tested, 0.3% active | CHO-K1 hM5, Fluo-8 calcium, ACh EC20 PAM; 0% = ACh EC20, 100% = ACh EC100 | activation, % at 3 µM | P08912;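 active means activation above the run cutoff, the mean activation of all test compounds plus 3 SD, cut at about 18% in these data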
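Test system: CHO-K1 hM5 cells / Doses: single-point, 3 µM nominal / Times: Post-acetylcholine fluorescence recording 140 s / Technique: Fluo-8 calcium fluorescence / Measure: Max/basal fluorescence ratio as % of EC20–EC100 ACh window / Benchmarks: low control EC20 acetylcholine (0%), high control EC100 acetylcholine (100%) / Replicates: one well per compound, no replicates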
M5 antag = antagonists of human muscarinic M5 receptor (CHRM5); P08912; CHO-hM5 cells, Fluo-8 calcium fluorescence, ACh EC80; inhibition, % at 3 µM; 360,000 tested, 0.59% active; AID 624040;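 active means inhibition above a per-plate cutoff, the mean of that plate's test compounds plus 3 SD, cut at about 27% in these data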;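 further: 0% = acetylcholine EC80 with DMSO and 100% = DMSO without agonist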
Starred values were filed as active, the others as inactive.

COc1ccc2nc(NC3=NCCC3)sc2c1 was read as CHRM4 antagonist 1, CHRM5 agonist -2, CHRM1 PAM 10, CHRM1 antagonist -12, M4 ag 1, M1 ag -3, TAAR1 agonist -1, M5 PAM 10 and M5 antag 0.
`Cn1nc(C(=O)NCc2cccs2)c2ccccc2c1=O` gave CHRM4 antagonist 1, CHRM5 agonist -5, CHRM1 PAM 4, CHRM1 antagonist -2, M4 ag 4, M1 ag -9, TAAR1 agonist 3, M5 PAM -9 and M5 antag 14.
Screening COc1ccc(N(C(=O)COc2cccc(C)c2)S(=O)(=O)c2ccc(C)cc2)cc1 returned CHRM4 antagonist 10, CHRM5 agonist -4, CHRM1 PAM 3, CHRM1 antagonist -12, M4 ag 0, M1 ag -7, TAAR1 agonist 2, M5 PAM -4 and M5 antag 15.
Screening O=C(N=Nc1c(O)n(Cc2ccccc2)c2ccccc12)c1ccncc1 returned CHRM4 antagonist 5, CHRM5 agonist -2, CHRM1 PAM -7, CHRM1 antagonist 8, M4 ag 8, M1 ag -4, TAAR1 agonist 3, M5 PAM -13 and M5 antag 12.
Screening O=C1c2cccc3cccc(c23)C(=O)N1c1cccc(O)c1 returned CHRM4 antagonist 16, CHRM5 agonist 5, CHRM1 PAM -11, CHRM1 antagonist 14, M4 ag 15, M1 ag -2, TAAR1 agonist 0, M5 PAM -11 and M5 antag 12.
O=C(Nc1ccc(Cl)c(Cl)c1)N(Cc1cccnc1)Cc1ccco1 was read as CHRM4 antagonist -1, CHRM5 agonist 0, CHRM1 PAM -6, CHRM1 antagonist 7, M4 ag 8, M1 ag -5, TAAR1 agonist 11, M5 PAM -5 and M5 antag 1.
COc1ccccc1CC(=O)Nc1ccc(S(=O)(=O)N2CCCC2)cc1 was read as CHRM4 antagonist -2, CHRM5 agonist -2, CHRM1 PAM 17, CHRM1 antagonist -10, M4 ag 2, M1 ag -4, TAAR1 agonist 1, M5 PAM 2 and M5 antag 10.
`Cc1nn(C)cc1CN(C)C(=O)c1ccc(OC2CCN(Cc3ccccn3)CC2)cc1` gave CHRM4 antagonist 9, CHRM5 agonist -3, CHRM1 PAM 7, CHRM1 antagonist -2, M4 ag 2, M1 ag -4, TAAR1 agonist 1, M5 PAM 1 and M5 antag 0.
`CCN(CC(=O)Nc1c(F)cccc1F)C(=O)/C=C/c1c(C)nn(-c2ccc(F)cc2)c1C` gave CHRM4 antagonist -9, CHRM5 agonist -1, CHRM1 PAM -1, CHRM1 antagonist 6, M4 ag 0, M1 ag -4, TAAR1 agonist 1, M5 PAM 3 and M5 antag -1.
CCCCn1nnnc1C(c1cccs1)N1CCN(C/C=C/c2ccccc2)CC1 (stereo unspecified) was read as CHRM4 antagonist 5, CHRM5 agonist -8, CHRM1 PAM -23, CHRM1 antagonist 14, M4 ag 0, M1 ag -6, TAAR1 agonist -2, M5 PAM -22 and M5 antag 24.
Screening CN(C)P(=NC(=O)COc1ccc(Cl)cc1Cl)(N(C)C)N(C)C returned CHRM4 antagonist -12, CHRM5 agonist -2, CHRM1 PAM 1, CHRM1 antagonist 1, M4 ag 3, M1 ag -8, M5 PAM 3 and M5 antag -7.
For CCCCOc1ccc(C(=O)NCC(=O)NCCOc2ccccc2)cc1 the results were CHRM4 antagonist 3, CHRM5 agonist -5, CHRM1 PAM 5, CHRM1 antagonist -3, M4 ag -1, M1 ag -3, TAAR1 agonist -2, M5 PAM 0 and M5 antag -5.
For CCOC(=O)CSc1nc2ccccc2c(=O)n1-c1ccc(C(=O)NCCOC)cc1 the results were CHRM4 antagonist -6, CHRM5 agonist 1, CHRM1 PAM 3, CHRM1 antagonist -5, M4 ag 1, M1 ag -4, TAAR1 agonist 3, M5 PAM 8 and M5 antag -7.
Screening COc1ccc(S(=O)(=O)N/N=C(/C)c2ccc(Cl)cc2)cc1 returned CHRM4 antagonist 3, CHRM5 agonist 0, CHRM1 PAM -1, CHRM1 antagonist 8, M4 ag 2, M1 ag -3, TAAR1 agonist -2, M5 PAM 7 and M5 antag -6.
Screening CC(C)C(C)NC(=O)CN1C(=O)NC2(CCc3ccccc3C2)C1=O (stereo unspecified) returned CHRM4 antagonist -7, CHRM5 agonist -5, CHRM1 PAM 12, CHRM1 antagonist -1, M4 ag 1, M1 ag -6, TAAR1 agonist 9, M5 PAM 4 and M5 antag 3.
Screening CCCc1cnc(N2CCN(S(C)(=O)=O)CC2)nc1 returned CHRM4 antagonist -1, CHRM5 agonist 4, CHRM1 PAM 3, CHRM1 antagonist -9, M4 ag 6, M1 ag -1, TAAR1 agonist 7, M5 PAM -1 and M5 antag 1.
`CCCCC(CC)CN1C(=O)/C(=C/c2ccncc2)SC1=S` (stereo unspecified) gave CHRM4 antagonist 0, CHRM5 agonist 5, CHRM1 PAM 2, CHRM1 antagonist -4, M4 ag 1, M1 ag -3, TAAR1 agonist 10, M5 PAM 3 and M5 antag 4.
For COCCNC(=O)C(=O)N/N=C/c1ccccc1C(F)(F)F the results were CHRM4 antagonist 12, CHRM5 agonist -3, CHRM1 PAM 3, CHRM1 antagonist -15, M4 ag 0, M1 ag -5, TAAR1 agonist -1, M5 PAM 0 and M5 antag 8.
`C=CCN1C(=O)/C(=C\c2cc(Br)c(OCc3ccccn3)c(OC)c2)SC1=S` gave CHRM4 antagonist -2, CHRM5 agonist 0, CHRM1 PAM 9, CHRM1 antagonist -10, M4 ag 1, M1 ag 3, TAAR1 agonist 0, M5 PAM -2 and M5 antag 2.
CS(=O)(=O)n1nc(-c2ccc(Cl)cc2)nc1N was read as CHRM4 antagonist 3, CHRM5 agonist -2, CHRM1 PAM 2, CHRM1 antagonist 0, M4 ag 0, M1 ag -8, TAAR1 agonist 5, M5 PAM -7 and M5 antag 15.

Two entries picked at random from those above:
For CCCCOc1ccc(C(=O)NCC(=O)NCCOc2ccccc2)cc1 the results were CHRM4 antagonist 3, CHRM5 agonist -5, CHRM1 PAM 5, CHRM1 antagonist -3, M4 ag -1, M1 ag -3, TAAR1 agonist -2, M5 PAM 0 and M5 antag -5.
`CCN(CC(=O)Nc1c(F)cccc1F)C(=O)/C=C/c1c(C)nn(-c2ccc(F)cc2)c1C` gave CHRM4 antagonist -9, CHRM5 agonist -1, CHRM1 PAM -1, CHRM1 antagonist 6, M4 ag 0, M1 ag -4, TAAR1 agonist 1, M5 PAM 3 and M5 antag -1.

The listing continues.
Screening CC12CC3(C)CC(C)(C1)CC(C(=O)NCc1ccccn1)(C2)C3 returned CHRM4 antagonist 6, CHRM5 agonist -5, CHRM1 PAM -4, CHRM1 antagonist 6, M4 ag 1, M1 ag -4, TAAR1 agonist 2, M5 PAM -4 and M5 antag 4.
For COC(=O)c1[nH]c2cccc(OC)c2c1NC(=O)CN1CCOCC1 the results were CHRM4 antagonist 1, CHRM5 agonist 1, CHRM1 PAM 2, CHRM1 antagonist 13, M4 ag 2, M1 ag -2, TAAR1 agonist -3, M5 PAM 1 and M5 antag -2.
Screening CCCCS(=O)(=O)Nc1ccc(C(=O)NCC2CCCO2)cc1 (stereo unspecified) returned CHRM4 antagonist -6, CHRM5 agonist 1, CHRM1 PAM 3, CHRM1 antagonist -16, M4 ag 1, M1 ag -3, TAAR1 agonist 1, M5 PAM -5 and M5 antag -2.
`O=C(CCn1c(=S)[nH]c2ccccc2c1=O)NCCc1ccc(Cl)cc1` gave CHRM4 antagonist -8, CHRM5 agonist 2, CHRM1 PAM 6, CHRM1 antagonist -9, M4 ag 3, M1 ag -3, TAAR1 agonist 3, M5 PAM 4 and M5 antag 9.
For COC(=O)c1[nH]c2cccc(C)c2c1NC(=O)CN1CCCc2ccccc21 the results were CHRM4 antagonist -11, CHRM5 agonist 2, CHRM1 PAM 3, CHRM1 antagonist -9, M4 ag 2, M1 ag -5, TAAR1 agonist 38*, M5 PAM -3 and M5 antag -17.
`O=C(c1ccco1)N1CCN(c2ncnc3scc(-c4ccccc4)c23)CC1` gave CHRM4 antagonist -12, CHRM5 agonist -6, CHRM1 PAM -6, CHRM1 antagonist 0, M4 ag 3, M1 ag -6, TAAR1 agonist 8, M5 PAM -10 and M5 antag 3.
For CCOC(=O)/C=C/[C@H]1CC(c2ccccc2)(c2ccccc2)CO1 the results were CHRM4 antagonist -4, CHRM5 agonist -4, CHRM1 PAM -2, CHRM1 antagonist -2, M4 ag 0, M1 ag -6, TAAR1 agonist 8, M5 PAM -2 and M5 antag 5.
Screening COC(=O)c1ccc(NC(=O)C2CCCN2S(=O)(=O)c2ccc(C)cc2)cc1 (stereo unspecified) returned CHRM4 antagonist -8, CHRM5 agonist 2, CHRM1 PAM -3, CHRM1 antagonist -5, M4 ag 8, M1 ag -4, TAAR1 agonist 1, M5 PAM -7 and M5 antag 0.
`Cc1ccccc1OCC(=O)NC(=S)Nc1cccc2cc(O)ccc12` gave CHRM4 antagonist 10, CHRM5 agonist 2, CHRM1 PAM -3, CHRM1 antagonist 3, M4 ag 6, M1 ag -2, TAAR1 agonist 2, M5 PAM -1 and M5 antag 14.
Screening CC(=O)Nc1ccc(NC(=O)COC(=O)c2ccc([N+](=O)[O-])o2)cc1 returned CHRM4 antagonist -2, CHRM5 agonist 2, CHRM1 PAM 8, CHRM1 antagonist 6, M4 ag 0, M1 ag -3, TAAR1 agonist 7, M5 PAM 8 and M5 antag -1.
Cn1cnc2nc3n(c2c1=O)CCC3 was read as CHRM4 antagonist 1, CHRM5 agonist -1, CHRM1 PAM 2, CHRM1 antagonist -2, M4 ag -1, M1 ag -4, TAAR1 agonist 2, M5 PAM -5 and M5 antag 5.
CN(C)S(=O)(=O)c1ccc(-c2ccccc2)cc1 was read as CHRM4 antagonist -2, CHRM5 agonist 0, CHRM1 PAM 9, CHRM1 antagonist -8, M4 ag 3, M1 ag 0, TAAR1 agonist 28, M5 PAM -8 and M5 antag 3.
Cc1nc(-c2ccc(Cl)cc2)sc1C(=O)NNC(=O)C(C)C was read as CHRM4 antagonist 2, CHRM5 agonist 1, CHRM1 PAM 0, CHRM1 antagonist -4, M4 ag 2, M1 ag -2, TAAR1 agonist 6, M5 PAM 0 and M5 antag 1.
`Cc1ccccc1Nc1nc(Cl)nc(NC(C)(C)C)n1` gave CHRM4 antagonist 7, CHRM5 agonist -4, CHRM1 PAM -8, CHRM1 antagonist -4, M4 ag -1, M1 ag -9, TAAR1 agonist -3, M5 PAM -8 and M5 antag 3.
`O=C(CSc1nnc(-c2ccc(F)cc2)c2ccccc12)Nc1c(F)cccc1F` gave CHRM4 antagonist -8, CHRM5 agonist -2, CHRM1 PAM 10, CHRM1 antagonist 0, M4 ag -2, M1 ag -7, TAAR1 agonist -1, M5 PAM 1 and M5 antag -8.
`Cc1ccc(S(=O)(=O)N2CCC(C(=O)Nc3ccc(S(=O)(=O)N4CCCC4)cc3)CC2)cc1C` gave CHRM4 antagonist -15, CHRM5 agonist 2, CHRM1 PAM 3, CHRM1 antagonist 1, M4 ag 4, M1 ag -5, TAAR1 agonist 2, M5 PAM -2 and M5 antag 4.
Screening CCOC(=O)CC(=O)CSc1[nH]c(=O)cc(C)c1C#N returned CHRM4 antagonist 1, CHRM5 agonist -4, CHRM1 PAM 5, CHRM1 antagonist -21, M4 ag 1, M1 ag -2, TAAR1 agonist 6, M5 PAM 2 and M5 antag 1.

An excerpt. The share of hits here may be higher or lower than overall.
